Screens: PubChem, several laboratories
TR-FRET SRC-2 ct: TR-FRET artefact, counter-screen to PPARgamma/SRC-2 agonist assay. active compounds read high. TR-FRET ratio at 8 µM. actives 0.4% (n = 200,000). AID 1049; in the data active = TR-FRET ratio above about 2000; also: inactives centre near 1500
PPARg SRC-3 ag: promotes SRC-3 coactivator recruitment by human PPARgamma. AID 731. P37231. actives 0.26% (n = 200,000). activation, % at 8 µM. biochemical PPARgamma/SRC-3 coactivator recruitment assay; in the data active = activation above about 23%;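 also: 0% = DMSO and 100% = reference agonist; some compounds past the cut are filed as inactive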
PPARg SRC-1 ag: agonists of human PPARgamma SRC-1 coactivator recruitment; activation, % at 8 µM; actives 0.41% (n = 200,000); AID 631; PPARgamma-SRC-1 coactivator recruitment biochemical assay; in the data active = activation above about 19%;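 also: 0% = DMSO and 100% = reference agonist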
STAT3 act: activators of IL-6 induced STAT3 signaling; U3A cells, IL-6 STAT3-luciferase reporter, luminescence; 100% = signal with IL-6 EC80 alone; activation (% of control), % at 5.6 µM; actives 0.91% (n = 190,000); AID 871;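 active = activation above the screen-wide mean of compound activation plus 3 SD, cut at about 130% in these data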;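 also: 0% = background luminescence of wells with medium and substrate only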
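Material: STAT3-luciferase reporter U3A cells. Controls: IL-6-treated wells, 100% activation. Read-out: % activation versus median of IL-6-stimulated wells. Probe or stimulus: IL-6 stimulus at 33 ng/mL final. Timing: compound 1 h, then IL-6 6 h at 37 °C. Signal: reporter luminescence signal.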
STAT3 inh: reduces IL-6 driven STAT3 reporter signal; actives 0.89% (n = 190,000); U3A cells, IL-6 STAT3-luciferase reporter, luminescence; host cell line lacks STAT1; AID 862; inhibition, % at 5.5 µM;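 active = inhibition above the mean inhibition across all screened compounds plus 3 SD, cut at about 44% in these data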;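 also: 0% = DMSO only wells and 100% = 100 µM nifuroxazide control wells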
RAM inhibit: blocks the yeast RAM network; S. cerevisiae dse1pr::URA3 reporter, 5-FOA growth OD615, 2 d; analog-sensitive cbk1-as2 kinase mutant strain; inhibition, % at 50 µM; actives 1.8% (n = 190,000); AID 868;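 active = inhibition above a set limit, 3 SD over mean compound inhibition, cut at about 8.4% in these data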;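 also: 0% = DMSO-only wells with no growth and 100% = 10 µM 1-NA-PP1 full growth; inhibition rescues growth on 5-FOA so higher OD means more RAM inhibition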
ROMK primary: modulates human ROMK potassium channel activity | P48048 | Tet-inducible ROMK, thallium flux fluorescence; actives lie on both sides | B-score at 10 µM | actives 2% (n = 130,000) | AID 1918;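 active = signal ratio slope over the read window, or its plate-corrected B-score, at least 3 SD from the plate mean, either direction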;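 also: B-score of the F/F0 ratio slope over 7 to 12 s after thallium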
Target sequence (P48048 whole entry, looked up): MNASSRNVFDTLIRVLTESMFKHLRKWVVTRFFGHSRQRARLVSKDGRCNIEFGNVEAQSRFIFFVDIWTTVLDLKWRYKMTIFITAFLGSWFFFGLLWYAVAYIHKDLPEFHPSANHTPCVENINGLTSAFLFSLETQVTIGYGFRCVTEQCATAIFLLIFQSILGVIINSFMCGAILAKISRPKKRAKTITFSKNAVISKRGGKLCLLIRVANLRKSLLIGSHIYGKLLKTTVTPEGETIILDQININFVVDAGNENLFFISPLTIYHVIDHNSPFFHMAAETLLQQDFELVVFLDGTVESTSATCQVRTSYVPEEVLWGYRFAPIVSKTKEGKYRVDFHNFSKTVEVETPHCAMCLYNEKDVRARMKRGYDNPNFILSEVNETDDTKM
STAT1 blocker: inhibitors of IFN-gamma induced STAT1 signaling; NIH 3T3 STAT1-luciferase reporter, luminescence; inhibition, % at 5.5 µM; actives 0.35% (n = 200,000);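 active = inhibition above a set limit, the mean inhibition across all tested compounds plus 3 SD, cut at about 34% in these data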;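 also: 0% = IFN-gamma with DMSO and 100% = IFN-gamma with 300 µM nifuroxazide; values of inactives mirror those of a sister screen read the other way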
TLR4-MyD88 BLA: blocks binding of human TLR4 to MyD88 | HeLa CL3-4 TLR4/MyD88 BLA complementation, FRET ratio | inhibition, % at 8.4 µM | actives 0.18% (n = 200,000) | AID 861; in the data active = inhibition above about 25%;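 also: 0% = vehicle and 100% = reference inhibitor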
PPARg SRC2 recr: agonists of SRC-2 recruitment by human PPARgamma; PPARgamma LBD-SRC-2 recruitment, biochemical; activation, % at 8 µM; actives 0.34% (n = 200,000); in the data active = activation above about 22%;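 also: 0% = vehicle and 100% = reference agonist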
S1P3 antagonist: S1P3 (human) receptor antagonism | Q99500 | CHO S1P3 NFAT-BLA reporter, FRET fluorescence, antagonist mode | inhibition, % at 4.98 µM | actives 0.27% (n = 170,000);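 active = inhibition above the plate cutoff, the mean inhibition of test wells on that plate plus 3 SD, cut at about 28% in these data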;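 also: cells challenged with S1P at its EC80 of 0.8 µM; blue over green emission ratio from cleaved BLA substrate after 4 h stimulation; 0% = S1P-stimulated wells and 100% = unstimulated DMSO-only wells; some compounds past the cut are filed as inactive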
The depositor's hits bear a star; x = no result given.

Short forms: A = TR-FRET SRC-2 ct; B = PPARg SRC-3 ag; C = PPARg SRC-1 ag; D = STAT3 act; E = STAT3 inh; F = RAM inhibit; G = ROMK primary; H = STAT1 blocker; I = TLR4-MyD88 BLA; J = PPARg SRC2 recr; K = S1P3 antagonist
mol: O=C(O)Cc1sc(N/N=C\c2ccccc2)nc1-c1ccccc1
  A = 1659 | B = 0.0 | C = 16.4 | D = 97.1 | E = 7.2 | F = 4.4 | G = 0.323 | H = -7.7 | I = -1.3 | J = 7.1 | K = -3.6

mol: CC1=CC(C)C2C(=O)N(O)C(=O)C2C1 (stereo unspecified)
  A = 1272 | B = -3.4 | C = 0.4 | D = 102.0 | E = -2.5 | F = 3.0 | G = -0.386 | H = -1.3 | I = 11.3 | J = -8.0 | K = x

mol: O=C(Nc1ccc2oc(-c3ccc4ccccc4c3)nc2c1)c1cccs1
  A = 1372 | B = -3.5 | C = -7.7 | D = 93.2 | E = 13.5 | F = 6.0 | G = -0.014 | H = -21.2 | I = -5.5 | J = -5.6 | K = x

mol: CCOC(=O)CSc1nc2c(cnn2-c2ccc(C)cc2)c(=O)[nH]1
  A = 1960 | B = -4.2 | C = 12.6 | D = 93.5 | E = 12.1 | F = 6.9 | G = x | H = -2.8 | I = -6.7 | J = 7.8 | K = -15.7

mol: CCCC12CN3CCN(CC(C3)/C1=N\NC(=O)c1ccccc1N)C2
  A = 1677 | B = 0.5 | C = 7.7 | D = 105.0 | E = -2.2 | F = 0.7 | G = 0.685 | H = -27.8 | I = 19.3 | J = 12.2 | K = -1.7

mol: COC(=O)CCC(=O)NC(=S)Nc1ccc(S(=O)(=O)N2CCCC2)cc1
  A = 1628 | B = 2.9 | C = 6.4 | D = 99.7 | E = 6.6 | F = -0.8 | G = 0.023 | H = 0.0 | I = 0.4 | J = 6.9 | K = -17.3

mol: CCCn1c(=O)c2c(nc(Br)n2CCC)n(C)c1=O
  A = 1509 | B = -13.6 | C = 7.2 | D = 105.8 | E = -1.5 | F = 2.6 | G = x | H = -0.7 | I = 4.6 | J = -5.4 | K = -7.5

mol: C=CCSc1nnc(-c2cc(Br)ccc2N)c(=O)[nH]1
  A = 1502 | B = -2.7 | C = 3.8 | D = 106.9 | E = 0.9 | F = 4.4 | G = x | H = -8.5 | I = 6.7 | J = 7.6 | K = 6.7

mol: Cc1ccc(Cn2ncn3c(cc4ccccc43)c2=O)cc1
  A = 1460 | B = 2.0 | C = 9.7 | D = 117.4 | E = -15.7 | F = 0.7 | G = -0.798 | H = -2.6 | I = 3.0 | J = 2.4 | K = 13.2

mol: CCOC(=O)C(NC(=O)C1CCCN1C(=O)OCc1ccccc1)C(=O)OCC (stereo unspecified)
  A = 1693 | B = 3.4 | C = 3.2 | D = 105.2 | E = -1.8 | F = 0.7 | G = -0.0112 | H = 7.6 | I = 5.0 | J = 5.3 | K = -6.4

mol: Cc1ccc2c(c1)sc1nc(=O)n(-c3cccc(Cl)c3)c(=O)n12
  A = 1726 | B = 3.5 | C = 4.8 | D = 101.2 | E = 3.4 | F = 3.9 | G = x | H = -18.6 | I = -7.6 | J = 3.5 | K = x

mol: CS(=O)(=O)N(CC(=O)N1CCCCCC1)Cc1ccc(Cl)cc1
  A = 1477 | B = -3.5 | C = 1.4 | D = 103.2 | E = -3.6 | F = 0.3 | G = 0.0995 | H = -3.3 | I = -3.8 | J = 7.8 | K = x

mol: Cn1c(C(C(=O)NCC2CCCO2)N(CCc2ccccc2)C(=O)Cn2nnc3ccccc32)nc2ccccc21 (stereo unspecified)
  A = 1764 | B = 3.0 | C = 5.6 | D = 98.7 | E = 9.8 | F = 1.6 | G = -1.28 | H = 3.0 | I = -4.9 | J = 7.4 | K = -7.0

mol: CCOC(=O)N1CCN(C(=O)c2ccc(N(Cc3ccccc3)S(C)(=O)=O)cc2)CC1
  A = 1605 | B = 1.9 | C = -1.2 | D = 107.0 | E = -1.9 | F = -0.7 | G = -0.0185 | H = 1.0 | I = -0.3 | J = 4.6 | K = x
